Screening data (PubChem BioAssay)
MOR-DOR ag – agonists of OPRM1-OPRD1 heterodimerization, primary screen, cell-based, luminescence; Mu-type opioid receptor (Homo sapiens) + Delta-type opioid receptor (Homo sapiens), …; cells; activation, % at 9.3 µM; 0.3% of 340,000 active; AID 504326, 2011; in the data active = activation above about 18%;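 note: 0% = vehicle-treated cells and 100% = reference agonist; values of inactives mirror those of a sister screen read the other way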
Target sequence (P35372 whole entry, looked up): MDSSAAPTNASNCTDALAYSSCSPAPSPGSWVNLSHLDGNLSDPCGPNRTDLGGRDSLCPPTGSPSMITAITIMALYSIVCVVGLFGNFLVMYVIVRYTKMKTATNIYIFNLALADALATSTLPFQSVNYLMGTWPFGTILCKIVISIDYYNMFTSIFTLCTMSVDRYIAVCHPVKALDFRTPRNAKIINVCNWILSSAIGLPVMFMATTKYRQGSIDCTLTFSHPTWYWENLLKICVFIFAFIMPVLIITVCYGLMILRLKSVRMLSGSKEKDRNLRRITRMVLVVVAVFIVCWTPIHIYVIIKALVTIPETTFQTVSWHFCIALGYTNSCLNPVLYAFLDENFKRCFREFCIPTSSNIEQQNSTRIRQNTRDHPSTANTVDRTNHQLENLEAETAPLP
Target sequence (P41143 whole entry, looked up): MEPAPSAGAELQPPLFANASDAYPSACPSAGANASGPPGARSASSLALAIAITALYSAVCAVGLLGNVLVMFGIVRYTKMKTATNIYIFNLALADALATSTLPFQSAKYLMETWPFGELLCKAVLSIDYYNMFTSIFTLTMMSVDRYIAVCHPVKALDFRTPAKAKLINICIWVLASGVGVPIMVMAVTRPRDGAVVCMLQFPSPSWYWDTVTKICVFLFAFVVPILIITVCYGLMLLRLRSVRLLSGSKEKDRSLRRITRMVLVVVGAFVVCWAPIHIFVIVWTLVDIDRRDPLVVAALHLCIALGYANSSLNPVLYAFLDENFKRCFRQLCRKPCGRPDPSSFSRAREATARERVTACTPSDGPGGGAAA
PKA-R1A act – activators of PKA-R1A holoenzyme, primary screen, biochemical, fluorescence polarization, Cy5-IP20, bovine R1A, mouse PKAc; PKA-R1A dissociation; scaled: DMSO 0%, 113 µM cGMP 100%; activation, % at 11.4 µM; 0.083% of 340,000 active;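 active = percent activation above the mean of all tested compounds plus 3 SD, cut at about 19% in these data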;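 note: higher means more PKAc released from R1A so a rise in polarization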
E coli growth – E. coli V3065 growth inhibition, primary screen, counter-screen for AddAB inhibitor project, absorbance, OD600; 18 h; inhibition, % at 11.9 µM; 0.27% of 330,000 active; AID 449728, 2010;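 active = inhibition above the campaign's mean inhibition across all tested compounds plus 3 SD, cut at about 9.9% in these data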;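 note: uninfected addAB+ strain grown without phage in ampicillin broth; 0% = DMSO wells and 100% = ciprofloxacin 0.95 µg/ml wells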
OPRM1-OPRD1 inv – inverse agonists of MOR-DOR heterodimerization, primary screen, cell-based, luminescence; Mu-type opioid receptor (Homo sapiens) + Delta-type opioid receptor (Homo sapiens), …; cell-based MOR-DOR heterodimer luminescence, inverse agonism; inhibition, % at 9.3 µM; 0.21% of 340,000 active; AID 504357, 2011; in the data active = inhibition above about 22%, passing the limit was not always enough;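 note: 0% = cells with DMSO and 100% = wells without cells with DMSO; values of inactives mirror those of a sister screen read the other way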
Tat transport – E. coli Tat export inhibitors, primary screen, MC4100, TorA-mCherry reporter, fluorescence, single point; inhibition, % at 10 µM; 0.036% of 340,000 active; AID 488895, 2010;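 active = mean replicate inhibition at least 50% and at least half of replicates individually reaching 50%; inconclusive = only one of the two criteria met; inactive = neither criterion met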;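 note: exported cargo escapes ClpAP degradation while cytoplasmic cargo is degraded and loses fluorescence; 0% = median of neutral control wells and 100% = median of NaSCN control wells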
phage Ecoli inh – growth loss of phage-infected E. coli, primary screen, RecBCD inhibitor project, absorbance, with phage, HTS. 0.26% of 360,000 active. inhibition, % at 11.9 µM. AID 651602, 2012; in the data active = inhibition above about 11%
Mot1-301 SUMO – yeast Mot1-301 growth rescue at high temperature, primary screen, SUMOylation pathway inhibitor project, S. cerevisiae, ATP luminescence, 38.5C. S. cerevisiae Mot1-301 growth rescue; percent above DMSO median, 100 means doubled. growth rescue, % at 18.8 µM. 1% of 320,000 active. AID 2716, 2010;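 active = every valid replicate shows activation above 250% relative to neutral control wells; inactive = the rest, any valid replicate at or below 250%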;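 note: OY570 slx delta 5 strain wells were the positive control but not used for scaling; some compounds called inactive have numbers as strong as hits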
PfHsp90 yeast 2 – growth inhibition of PfHsp90-expressing yeast, primary screen, antimalarial PfHsp90 inhibitor project, S. cerevisiae, BacTiter-Glo luminescence, single point, set 2. BacTiter-Glo ATP, 48 h; yeast lacking PDR1 and PDR3 efflux regulators. inhibition, % at 9.4 µM. 0.32% of 310,000 active;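 active = every replicate shows inhibition above about 80%, whatever the replicate mean, limit read from the data; inconclusive = mean inhibition reaches the set limit but some replicate falls short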;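 note: 0% = DMSO neutral controls and 100% = 20 µM radicicol positive controls; yeast relying on Plasmodium falciparum Hsp90 in place of its own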
Arr AP2 block – inhibitors of beta-arrestin/AP2 binding, primary screen, biochemical, GPCR trafficking, flow cytometry. FITC-arrestin peptide / GST-AP2 beads; AP2 beta2 appendage carries R879A mutation. inhibition, % at 10 µM. 0.31% of 340,000 active;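 active = inhibition above a set limit, near 3 SD of compounds lacking own fluorescence, cut at about 54% in these data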;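 note: plate controls were DMSO wells for no effect and 5 µM unlabelled arrestin peptide for full effect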
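System: GST-AP2 R879A bound to glutathione beads, E. coli-expressed. Also added: 50 nM FITC-arrestin peptide. Schedule: compound with beads 12 min RT, then probe 1 h RT. Signal: bead flow cytometry, FITC channel. Read-out basis: percent response.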
AddAB inh – growth inhibition of E. coli expressing H. pylori AddAB, primary screen, AddAB inhibitor project, absorbance | inhibition, % at 11.9 µM | 0.29% of 330,000 active; in the data active = inhibition above about 12%;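 note: 0% = vehicle wells of infected cells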
DSG3 Ab inh – inhibitors of pemphigus antibody binding to DSG3, primary screen, biochemical, bead-based, flow cytometry, scFv-GFP | Desmoglein-3 (Homo sapiens), P32926 | DSG3-coupled beads, scFv-anti-DSG3-GFP binding; stronger effect = lower value | binding (percent of control), % at 10 µM | AID 588358, 2011 | 0.48% of 310,000 active;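 active = binding more than 3 SD below its plate's average and above zero; inconclusive = below that plate limit but binding exactly zero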;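 note: hits lower antibody fragment binding to DSG3; some compounds called inactive have numbers as strong as hits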
Numbers without * were called inactive; ? = inconclusive; / = not tested or not shown.

SMILES	MOR-DOR ag	PKA-R1A act	E coli growth	OPRM1-OPRD1 inv	Tat transport	phage Ecoli inh	Mot1-301 SUMO	PfHsp90 yeast 2	Arr AP2 block	AddAB inh	DSG3 Ab inh
COc1ccc(NC(=O)OC(C)C)cc1	-0.9	0	0.5	5	-8	2.9	-8	5	-11	-1.4	103
CCN(CC)CC(O)Cn1c(-c2ccccc2Cl)nc2ccccc21 (stereo unspecified)	/	/	-1.1	/	/	3.1	6	/	27	-1.3	109
Cc1ccc(S(=O)(=O)N2CCCCC2C(=O)Nc2nncs2)cc1 (stereo unspecified)	-1.6	-3	0.9	9	1	0.1	14	2	2	-1.5	104
Cc1cc(N/C=C/C(=O)c2cccc3ccccc23)no1	-0.2	-2	-0.5	1	3	1.6	5	-6	-3	0.4	107
Cc1ccc(S(=O)(=O)N[C@H](C(=O)N2CCC(C(=O)N[C@@H](CCC(N)=O)C(=O)O)CC2)C(C)C)cc1	-4.2	1	-3.3	21	-5	0.2	20	-1	0	1.0	100
CCc1ccc(N/C(N)=N/c2nc(CSc3ccccn3)cc(=O)[nH]2)cc1	/	/	1.0	/	-4	3.6	-14	11	8	1.5	104
CCc1nc2ccccc2c(C(=O)OCC(=O)Nc2cccc(S(=O)(=O)NC3=NCCCCC3)c2)c1C	3.2	-8	-1.2	-17	-6	-0.5	-7	18	-3	0.6	79
CN(CC(=O)NCc1ccc(F)cc1)Cc1cccc(Cl)c1	-0.1	2	-0.4	0	6	0.2	-25	20	17	3.7	125
COCC(=O)Nc1cc([N+](=O)[O-])ccc1C	-2.2	6	1.4	9	-16	2.1	-4	-12	23	2.0	105
COc1ccc(S(=O)(=O)N2CCN(C(=O)NCc3ccccc3)CC2)cc1	3.2	-14	-0.3	-15	-4	-0.4	2	-33	-2	0.6	122
COc1ccc(NC(=O)COC(=O)CCOc2ccccc2C)cc1Cl	-0.2	-1	1.4	2	12	-0.1	144	-32	-9	1.5	99
C=CCNC(=O)c1sc(SC)cc1-c1ccc(Cl)cc1	-2.8	0	0.8	14	8	-1.0	8	-14	6	3.2	106
CCOC(=O)/C(C#N)=C/c1ccc(OC(=O)c2ccccn2)cc1	-2.3	-2	0.2	12	-12	1.3	40	-19	22	6.0	115
C=C(C)C(=O)OC1(C(F)(F)F)Oc2cc(C)ccc2NC1=O (stereo unspecified)	3.4	5	-0.2	-20	-2	5.0	363*	/	7	0.2	103
O=[N+]([O-])c1ccc(O)c(C=Nc2ccc3c(c2)OCCO3)c1	-1.4	1	1.7	7	-5	1.8	30	31	13	4.7	/
Cc1ccc(OCC(=O)Nc2cccc(S(=O)(=O)N3CCCCCC3)c2)c([N+](=O)[O-])n1	2.4	1	1.1	-12	1	2.2	2	-29	11	-0.8	91
CCCCCCCCCC(=O)N[C@H](CN1CCOCC1)[C@H](O)c1ccccc1	1.5	-2	-0.8	-9	4	2.2	8	11	5	-2.7	58
CCOc1ccc(C(=O)N2CCSC2=S)cc1	-1.5	-6	1.1	9	-8	1.1	8	7	2	1.7	97
CCOc1ccc(CNc2ccc3c(c2)ncn3C)cc1	-3.0	9	1.2	15	1	2.6	-13	8	8	0.2	114
Cn1cc([N+](=O)[O-])c(C(=O)Nc2ccc3c(c2)OCCO3)n1	0.5	-4	0.7	-3	1	2.2	-2	17	-3	-0.4	107
O=C(Cc1ccccc1F)Nc1ccc(S(=O)(=O)N2CCCC2)cc1	-2.3	-9	1.7	9	1	6.3	-5	-3	-5	2.4	102
Cc1cc(C)nc(SCCC(=O)N(C)C)n1	-1.0	-13	1.1	6	-10	2.5	2	5	5	-2.0	/
Cc1n[nH]c(C)c1CCCCOc1ccccc1[N+](=O)[O-]	2.7	-2	-3.0	-13	7	1.5	0	14	-6	-0.5	100
O=C(CNC(=O)c1ccco1)NCC(=O)OC(C(=O)c1ccccc1)c1ccc(Cl)cc1 (stereo unspecified)	-3.2	-11	-2.5	19	37	1.4	94	/	4	0.9	103
Cc1cccc(NC(=O)CCNC(=O)c2ccc(Br)cc2)c1C	-1.4	-6	/	6	-8	-0.6	25	7	9	/	99
CNC(=O)NC(=S)NC(=O)c1cccc(Cl)c1	-5.5	-11	-1.0	29	-6	4.7	-5	29	-3	3.6	105
O=C(NCc1ccccc1)C(c1ccc(O)cc1)N(C(=O)Cn1nnc(-c2cccs2)n1)c1ccc2c(c1)OCCO2 (stereo unspecified)	-2.4	-10	0.1	14	2	0.9	4	-7	28	-2.7	89
O=C(COc1ccccc1)NCC(c1ccco1)N1CCN(c2ccccc2)CC1 (stereo unspecified)	0.5	-7	-2.3	-3	4	1.8	1	1	-2	-3.1	109
O=C(COC(=O)C1CCN(S(=O)(=O)c2ccccc2C(F)(F)F)CC1)NCc1ccc(F)cc1	-0.5	-5	-3.0	3	-6	2.0	4	-9	15	2.8	116
CCOC(=O)/C=C(\C)Sc1cc(=O)oc2ccccc12	-0.5	-9	-2.4	3	-5	0.1	28	-67	1	3.4	/
O=C(O)C1C2C=CC(C2)C1C(=O)Nc1cccc(F)c1 (stereo unspecified)	-2.2	-4	2.1	12	-4	4.0	4	11	7	5.8	92
COc1ccc(C(=O)Cn2c(Br)nc3c2c(=O)n(C)c(=O)n3C)cc1OC	1.4	-10	0.5	-7	-5	4.0	-20	-26	-6	0.5	99
COc1ccc(/C=C2/SC(=S)N(NS(=O)(=O)c3ccc(C)cc3)C2=O)cc1	-1.4	5	-1.1	8	-4	-1.6	-1	-20	18	4.4	103
Nc1nsnc1C(=O)NCCO	-3.7	-3	2.4	19	-6	4.5	-1	/	27	1.6	85
N#Cc1cccnc1N1CCN(C(=O)c2cccc3c2C(=O)c2ccc(Cl)cc2S3(=O)=O)CC1	-2.6	0	2.0	15	-1	1.9	-2	-4	1	0.9	104
Cc1ccc(Cl)cc1N1CCN(C(=O)C2CCN(S(=O)(=O)c3c(C)nn(C)c3C)CC2)CC1	-0.4	-7	-1.5	2	5	1.2	-6	10	-3	3.7	/
CCC1(c2ccccc2)NC(=O)N(CC(=O)NNC(=O)c2ccoc2C)C1=O (stereo unspecified)	-2.5	-7	-0.4	16	0	3.0	-14	/	-4	2.0	103
CC(C)C[C@H](NC(=O)c1[nH]cnc1C(=O)N[C@@H](C)C(=O)OC(C)(C)C)C(=O)OCc1ccccc1	6.7	-7	1.0	-38	21	0.2	11	-14	15	-0.4	107
COc1ccc(N2CCN(C(=O)c3cc(-c4ccc(F)cc4)[nH]c3C)CC2)cc1	3.2	-11	/	-18	4	-2.4	376	4	-14	/	93
Nc1ccccc1-c1nc2ccccc2[nH]1	-1.4	-6	0.8	7	-9	3.1	169	-4	2	1.4	102

Profiles, quoted from the list. Values in the order: MOR-DOR ag	PKA-R1A act	E coli growth	OPRM1-OPRD1 inv	Tat transport	phage Ecoli inh	Mot1-301 SUMO	PfHsp90 yeast 2	Arr AP2 block	AddAB inh	DSG3 Ab inh
COc1ccc(N2CCN(C(=O)c3cc(-c4ccc(F)cc4)[nH]c3C)CC2)cc1 as listed: 3.2	-11	/	-18	4	-2.4	376	4	-14	/	93
CC(C)C[C@H](NC(=O)c1[nH]cnc1C(=O)N[C@@H](C)C(=O)OC(C)(C)C)C(=O)OCc1ccccc1 as listed: 6.7	-7	1.0	-38	21	0.2	11	-14	15	-0.4	107

(next part)
SMILES	MOR-DOR ag	PKA-R1A act	E coli growth	OPRM1-OPRD1 inv	Tat transport	phage Ecoli inh	Mot1-301 SUMO	PfHsp90 yeast 2	Arr AP2 block	AddAB inh	DSG3 Ab inh
O=C(NC(=S)Nc1ccccc1Br)c1ccc2c(c1)OCO2	-3.5	-12	-1.9	18	20	-0.6	2	-5	-9	-3.0	98
O=C(NCCCNC(=O)c1cc(Cl)ccc1Cl)c1cnccn1	-1.2	-14	3.3	9	-4	-3.2	176	-13	-5	2.6	/
Cc1cc2nccc(-c3ccc(Cl)c([N+](=O)[O-])c3)n2n1	-1.1	-9	-1.3	6	0	2.6	17	9	33	0.1	100
COc1cccc(CN2C(=O)[C@H]3Cc4c([nH]c5ccccc45)C(C)(C)N3C2=O)c1	4.1	9	-2.2	-22	12	1.8	11	9	6	1.0	105
CCNC(=S)NCCN1CCCCC1	0.6	-6	2.7	-3	-8	3.0	11	25	5	-0.8	101
CCOc1cc(C(=S)N2CCOCC2)ccc1OS(=O)(=O)c1ccccc1	1.0	-5	2.6	-6	-5	1.7	7	-7	1	5.3	89
O=C(Nc1ccn(-c2ccccc2)n1)c1ccc(S(=O)(=O)N2CCCCCC2)cc1	-0.7	3	3.0	4	2	1.0	-10	-37	-2	2.5	94
CCn1c(CN2CCN(c3ccc(OC)cc3)CC2)nc2cc(S(=O)(=O)N(C)C)ccc21	-0.6	-1	-0.6	3	-2	-0.2	253	-4	20	3.9	103
COc1ccccc1CNC(=O)C1CCN(S(=O)(=O)c2c(C)noc2C)CC1	-1.6	-3	0.4	9	4	3.8	/	10	4	0.6	99
COc1cc(C2CC(C(F)(F)F)n3ncc(C(=O)O)c3N2)cc(OC)c1OC (stereo unspecified)	-1.3	0	1.1	6	1	1.4	5	/	4	2.1	/
NS(=O)(=O)c1ccc(NC(=O)CSc2nnc(-c3ccc(O)cc3)o2)cc1	-2.0	13	1.1	11	?	0.0	-7	43	-9	2.4	107
CCCc1cc(CN2CCOCC2)c(O)c(CN2CCOCC2)c1O	-1.1	-1	/	5	3	6.0	/	-11	-9	/	/
O=C(Nc1cccc2cccnc12)c1ccc(Cl)cc1	-1.3	-4	/	6	7	2.2	11	-9	6	/	124
C/C(=N\OC(=O)Nc1ccccc1)c1ccc(C)cc1	-3.1	8	-0.3	16	4	6.0	10	2	10	1.8	108
Cc1cc(Br)c(OCc2ccc(C(=O)N/N=C3\CC4CC=CC34)cc2)c(Br)c1 (stereo unspecified)	0.3	-2	-2.0	-2	-7	1.8	30	11	-4	-2.3	102
CC(OC(=O)c1ccccc1N1C(=O)C2C3CCC(C3)C2C1=O)C(=O)c1ccccc1 (stereo unspecified)	1.0	-13	-1.0	-5	-6	4.0	-11	-19	28	1.5	101
COc1ccc(OC)c(NC(=O)CSc2nnc(CCCO)n2-c2ccccc2)c1	-1.8	-11	-0.7	10	0	1.9	-7	-5	90*	0.2	96
